Mot1-301 SUMO: yeast Mot1-301 growth rescue at high temperature, primary screen, SUMOylation pathway inhibitor project, S. cerevisiae, ATP luminescence, 38.5C | S. cerevisiae Mot1-301 growth rescue; percent above DMSO median, 100 means doubled | growth rescue, % at 18.8 µM | 320,000 compounds, 1% hits;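 active = every valid replicate shows activation above 250% relative to neutral control wells; inactive = the rest, any valid replicate at or below 250%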;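 also: OY570 slx delta 5 strain wells were the positive control but not used for scaling; some compounds called inactive have numbers as strong as hits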
C-LANA FP: inhibitors of KSHV C-LANA binding to DNA, primary screen, biochemical, fluorescence polarization, FAM-LBS DNA, MBP-C-LANA, single point; Kaposi's sarcoma herpesvirus LANA C-terminal domain (residues 932-1162) DNA binding; 340,000 compounds, 0.078% hits; AID 504423, 2011; inhibition, % at 9 µM;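 active = highest replicate inhibition at or above 60% at 9 µM, even if other replicates fall short; inactive = all replicates below 60% inhibition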;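 also: 0% = neutral control wells and 100% = 4 µM acridine orange control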
dFosB activator: activators of delta FosB homodimer, primary screen, biochemical, fluorescence polarization, TAMRA-CDK5 oligo, single point. Protein FosB (Mus musculus), P13346. purified delta FosB; percent of positive-control signal above neutral wells. activation, % at 25 µM. 340,000 compounds, 0.99% hits. AID 493131, 2011;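 active = mean activation above about 17%, with every replicate also reaching it, limit read from the data, passing the limit was not always enough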;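 also: fluorescence polarization rise as delta FosB binds a TAMRA Cdk5 AP-1 oligo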
RTF Ca sens inh: cardiac RTF calcium sensitivity inhibitors, primary screen, biochemical, IANBD-TnC fluorescence, EC70 calcium; Troponin I, cardiac muscle (Homo sapiens) + Troponin T, cardiac muscle (Homo sapiens) + …; IANBD-labeled cardiac RTF, Ca2+ fluorescence; inhibition, % at 7.15 µM; 340,000 compounds, 0.12% hits; AID 493244, 2011;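 active = inhibition above the mean inhibition of all tested compounds plus 3 SD, cut at about 17% in these data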;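 also: assay run at fixed EC70 calcium of 1.6 mM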
PvdQ inh: P. aeruginosa PvdQ acylase inhibitors, primary screen, biochemical, fluorescence, plate reader and imaging, single point; inhibition, % at 10 µM; purified PvdQ acylase; 340,000 compounds, 0.063% hits; AID 488965, 2010; in the data active = inhibition above about 30%, passing the limit was not always enough;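 also: 0% = vehicle neutral wells and 100% = reference inhibitor wells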
Rtt109 Vps75: inhibitors of C. albicans Rtt109/Vps75 HAT, primary screen, biochemical, ThioGlo CoA-SH fluorescence, plate reader. inhibition, % at 34.9 µM. purified Rtt109/Vps75, 4 h. 330,000 compounds, 0.16% hits;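 active = inhibition of at least 50% in every replicate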
RTF Ca sens act: cardiac RTF calcium sensitivity activators, primary screen, biochemical, IANBD-TnC fluorescence, EC20 calcium. activation, % at 7.2 µM. IANBD-labeled TnC RTF fluorescence at EC20 calcium; 0% EC20 calcium, 100% full calcium. 340,000 compounds, 0.24% hits;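 active = activation above the mean over all tested compounds plus 3 SD, cut at about 30% in these data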;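 also: rise in fluorescence read as greater calcium sensitivity of cardiac thin filaments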
NSD2 inh: NSD2 histone methyltransferase inhibitors, primary screen, biochemical, AlphaScreen, single concentration, set 2; Histone-lysine N-methyltransferase NSD2 (Homo sapiens), O96028; NSD2 peptide methylation, 120 min; inhibition, % at 12.5 µM; 310,000 compounds, 0.54% hits; AID 743445, 2014; in the data active = inhibition above about 50%
Target sequence (O96028 whole entry, looked up): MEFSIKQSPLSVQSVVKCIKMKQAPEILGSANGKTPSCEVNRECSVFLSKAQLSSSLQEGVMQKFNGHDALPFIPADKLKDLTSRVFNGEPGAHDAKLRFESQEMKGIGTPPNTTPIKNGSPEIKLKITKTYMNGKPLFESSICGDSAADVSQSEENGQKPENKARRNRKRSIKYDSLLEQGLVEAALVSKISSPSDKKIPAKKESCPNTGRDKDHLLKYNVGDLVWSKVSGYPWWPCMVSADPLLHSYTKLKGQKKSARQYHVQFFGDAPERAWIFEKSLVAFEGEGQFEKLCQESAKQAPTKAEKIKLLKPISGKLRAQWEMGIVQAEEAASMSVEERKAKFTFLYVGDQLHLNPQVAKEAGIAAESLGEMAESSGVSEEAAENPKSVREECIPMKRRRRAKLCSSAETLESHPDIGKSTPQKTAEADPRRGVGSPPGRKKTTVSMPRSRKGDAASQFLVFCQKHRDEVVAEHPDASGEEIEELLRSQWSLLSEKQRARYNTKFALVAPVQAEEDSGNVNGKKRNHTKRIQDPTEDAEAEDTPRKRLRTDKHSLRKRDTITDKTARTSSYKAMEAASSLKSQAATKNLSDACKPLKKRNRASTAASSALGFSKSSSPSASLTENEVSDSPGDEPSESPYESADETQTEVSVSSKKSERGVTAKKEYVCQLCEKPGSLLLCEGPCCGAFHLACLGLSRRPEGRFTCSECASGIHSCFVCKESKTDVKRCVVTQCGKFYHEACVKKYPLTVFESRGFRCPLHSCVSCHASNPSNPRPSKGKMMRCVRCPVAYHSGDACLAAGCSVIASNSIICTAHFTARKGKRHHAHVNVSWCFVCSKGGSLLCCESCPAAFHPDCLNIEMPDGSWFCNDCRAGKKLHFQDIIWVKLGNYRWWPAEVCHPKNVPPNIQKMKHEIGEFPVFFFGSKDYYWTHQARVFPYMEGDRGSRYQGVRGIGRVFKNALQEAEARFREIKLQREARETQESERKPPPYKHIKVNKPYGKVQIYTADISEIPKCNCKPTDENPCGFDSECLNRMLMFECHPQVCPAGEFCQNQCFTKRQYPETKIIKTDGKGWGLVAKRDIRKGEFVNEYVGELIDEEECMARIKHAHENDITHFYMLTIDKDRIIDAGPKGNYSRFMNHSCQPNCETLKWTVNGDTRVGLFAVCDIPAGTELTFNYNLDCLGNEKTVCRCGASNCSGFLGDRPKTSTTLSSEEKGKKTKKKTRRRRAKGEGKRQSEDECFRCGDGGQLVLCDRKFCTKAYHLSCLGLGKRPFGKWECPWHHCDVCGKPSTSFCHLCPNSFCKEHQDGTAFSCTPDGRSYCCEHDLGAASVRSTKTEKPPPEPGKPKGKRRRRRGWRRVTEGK
Keap1-Nrf2 PPI: Keap1-Nrf2 protein-protein interaction inhibitors, primary screen, biochemical, fluorescence polarization, single point; Kelch-like ECH-associated protein 1 (Homo sapiens), Q14145; Keap1 Kelch-Nrf2 peptide fluorescence polarization, 1536-well; inhibition, % at 9.4 µM; 340,000 compounds, 0.15% hits; in the data active = inhibition above about 12%;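 also: human Keap1 Kelch domain with fluorescein labeled Nrf2 9mer peptide probe; 0% = neutral control wells and 100% = peptide positive control; higher means more block of Keap1 binding to Nrf2 peptide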
PfHsp90 set2: growth inhibition of PfHsp90-expressing yeast, primary screen, antimalarial PfHsp90 inhibitor project, S. cerevisiae, BacTiter-Glo luminescence, single point, set 2; BacTiter-Glo ATP, 48 h; yeast lacking PDR1 and PDR3 efflux regulators; inhibition, % at 9.4 µM; 310,000 compounds, 0.32% hits;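 active = every replicate shows inhibition above about 80%, whatever the replicate mean, limit read from the data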;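 also: 0% = DMSO neutral controls and 100% = 20 µM radicicol positive controls; yeast relying on Plasmodium falciparum Hsp90 in place of its own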
CDK5 p35 inh: inhibitors of human CDK5/p35 kinase, primary screen, biochemical, single concentration; 330,000 compounds, 0.01% hits; Cyclin-dependent kinase 5 (Homo sapiens) + Cyclin-dependent kinase 5 activator 1 (Homo …; Recombinant CDK5/p35, ADP-Glo luminescence, 60 min; inhibition, % at 10 µM;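 active = highest replicate inhibition of at least 50% and at least 75% of replicates reaching 50%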;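 also: plate controls were DMSO neutral control for no effect and GW8510 at 10 µM for full effect; many of its hits are not listed in these tables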
* marks the source's active call; other numbers are inactive results; nt = not tested or not shown.

no. | structure | Mot1-301 SUMO | C-LANA FP | dFosB activator | RTF Ca sens inh | PvdQ inh | Rtt109 Vps75 | RTF Ca sens act | NSD2 inh | Keap1-Nrf2 PPI | PfHsp90 set2 | CDK5 p35 inh
1 | CN1OC[C@@H]2CN(Cc3ccccc3)[C@H](c3cccc(N4CCOCC4)c3)C[C@@H]21 | nt | -1.1 | 0 | -2 | -6 | 6 | -2 | nt | 1 | 11 | -0.5
2 | Cc1ccc(N(CC(=O)Nc2c(C)cccc2C)S(C)(=O)=O)cc1 | -13 | -5.0 | 7 | 5 | -2 | 2 | 3 | 11 | 0 | -23 | -1.0
3 | COCCNC(=O)c1cc(S(=O)(=O)N(C)c2ccccc2OC)ccc1C | 2 | 1.4 | -2 | -2 | -12 | 0 | -2 | -1 | -10 | -17 | -3.7
4 | Cn1nc(C(=O)OCC(=O)NCc2ccc(Cl)cc2)c2ccccc2c1=O | -4 | -1.4 | 4 | 6 | 7 | 0 | -2 | -1 | -1 | -16 | 0.0
5 | Cc1[nH]c2ccc(-c3nnc(SCC(=O)c4ccc(F)cc4)o3)cc2c1C | 7 | 0.4 | -3 | -3 | -7 | 4 | 6 | -4 | -4 | -17 | 0.6
6 | O=C(Oc1cc(Cl)ccc1Cl)C1=CC=CN2CCS(=O)(=O)N=C12 | 2 | -1.2 | -3 | -9 | -12 | 6 | -5 | -1 | -3 | nt | -0.7
7 | CCC[C@H](CN[C@@H](CNC)[C@H](C)O)NCCc1ccc(OC)cc1 | 11 | 1.7 | -6 | -4 | 7 | 1 | -2 | nt | -4 | 4 | -0.8
8 | CN(CCOc1ccccc1)CC(=O)Nc1ccc(S(=O)(=O)N2CCCC2)cc1 | 7 | -2.3 | -11 | -9 | -14 | 1 | 1 | nt | -7 | 26 | -1.4
9 | CC(=O)N1CCN(c2cc(N3CCCC3)c(F)cc2[N+](=O)[O-])CC1 | 61 | -0.8 | -5 | 5 | 7 | 27 | 6 | 11 | 0 | nt | 0.3
10 | CCC(C)N1C(=O)CCC1C(=O)N1CCN(c2ccc(F)cc2)CC1 (centres undefined) | -13 | -1.0 | 0 | -3 | -9 | 2 | 0 | -8 | -4 | 0 | -1.3
11 | CCCOc1ccc(C(F)(F)F)cc1NC(=O)CCc1c(C)noc1C | 1 | -0.3 | -13 | -4 | 11 | 1 | 1 | -2 | 1 | -20 | -0.4
12 | CC1=C(C(=O)N(C)C)C(c2ccc(Cl)c(Cl)c2)NC(=O)N1 (centres undefined) | 38 | 1.2 | -4 | -6 | -6 | -7 | 2 | 0 | -2 | 12 | 1.0
13 | CCOc1ccc(C2=C/C(=C/c3cccnc3)C(=O)O2)cc1 | 3 | 0.7 | 5 | 5 | -8 | nt | 5 | 0 | -10 | -33 | -0.4
14 | O=C(COc1ccc(Cl)cc1)NCc1ccccc1 | 17 | 0.8 | 1 | -10 | -16 | 7 | 152* | 28 | 0 | -2 | -1.1
15 | COc1cccc(NC(=O)C(Cc2ccccc2)NC(=O)C2CCC(C)CC2)c1 (centres undefined) | -9 | -0.8 | 4 | 2 | 5 | 4 | -2 | -3 | 0 | nt | 0.0
16 | CCn1c(SCc2ccccc2F)nnc1-c1ccncc1 | -30 | 1.5 | 2 | 6 | 4 | 10 | 2 | -3 | 1 | -10 | 0.4
17 | CN(C)C(=O)COC(=O)c1cc(Cl)cc(Cl)c1N | 1 | 0.1 | -2 | 1 | -13 | -164 | 2 | -3 | -5 | 7 | -2.3
18 | O=[N+]([O-])c1cc(Cl)ccc1Sc1cccc2cccnc12 | 8 | 1.3 | -3 | -2 | -12 | 3 | -6 | 1 | -2 | -6 | -1.2
19 | CC(=O)c1cc(C#N)c(SCCC(C)C)nc1C | 7 | -0.7 | 0 | -9 | 1 | -2 | 1 | 0 | -1 | -18 | -1.3
20 | COCCNC(=S)NC(=O)CC12CC3CC(CC(C3)C1)C2 | 2 | 0.5 | -1 | -3 | 7 | 6 | -4 | -3 | -5 | 12 | -0.1

Shown with one line to a screen: part of the list above.
6	O=C(Oc1cc(Cl)ccc1Cl)C1=CC=CN2CCS(=O)(=O)N=C12
7	CCC[C@H](CN[C@@H](CNC)[C@H](C)O)NCCc1ccc(OC)cc1
8	CN(CCOc1ccccc1)CC(=O)Nc1ccc(S(=O)(=O)N2CCCC2)cc1
9	CC(=O)N1CCN(c2cc(N3CCCC3)c(F)cc2[N+](=O)[O-])CC1
10	CCC(C)N1C(=O)CCC1C(=O)N1CCN(c2ccc(F)cc2)CC1 (centres undefined)
11	CCCOc1ccc(C(F)(F)F)cc1NC(=O)CCc1c(C)noc1C
12	CC1=C(C(=O)N(C)C)C(c2ccc(Cl)c(Cl)c2)NC(=O)N1 (centres undefined)
Assay by compound	6	7	8	9	10	11	12
Mot1-301 SUMO	2	11	7	61	-13	1	38
C-LANA FP	-1.2	1.7	-2.3	-0.8	-1.0	-0.3	1.2
dFosB activator	-3	-6	-11	-5	0	-13	-4
RTF Ca sens inh	-9	-4	-9	5	-3	-4	-6
PvdQ inh	-12	7	-14	7	-9	11	-6
Rtt109 Vps75	6	1	1	27	2	1	-7
RTF Ca sens act	-5	-2	1	6	0	1	2
NSD2 inh	-1	nt	nt	11	-8	-2	0
Keap1-Nrf2 PPI	-3	-4	-7	0	-4	1	-2
PfHsp90 set2	nt	4	26	nt	0	-20	12
CDK5 p35 inh	-0.7	-0.8	-1.4	0.3	-1.3	-0.4	1.0

13	CCOc1ccc(C2=C/C(=C/c3cccnc3)C(=O)O2)cc1
14	O=C(COc1ccc(Cl)cc1)NCc1ccccc1
15	COc1cccc(NC(=O)C(Cc2ccccc2)NC(=O)C2CCC(C)CC2)c1 (centres undefined)
16	CCn1c(SCc2ccccc2F)nnc1-c1ccncc1
17	CN(C)C(=O)COC(=O)c1cc(Cl)cc(Cl)c1N
18	O=[N+]([O-])c1cc(Cl)ccc1Sc1cccc2cccnc12
19	CC(=O)c1cc(C#N)c(SCCC(C)C)nc1C
Assay by compound	13	14	15	16	17	18	19
Mot1-301 SUMO	3	17	-9	-30	1	8	7
C-LANA FP	0.7	0.8	-0.8	1.5	0.1	1.3	-0.7
dFosB activator	5	1	4	2	-2	-3	0
RTF Ca sens inh	5	-10	2	6	1	-2	-9
PvdQ inh	-8	-16	5	4	-13	-12	1
Rtt109 Vps75	nt	7	4	10	-164	3	-2
RTF Ca sens act	5	152*	-2	2	2	-6	1
NSD2 inh	0	28	-3	-3	-3	1	0
Keap1-Nrf2 PPI	-10	0	0	1	-5	-2	-1
PfHsp90 set2	-33	-2	nt	-10	7	-6	-18
CDK5 p35 inh	-0.4	-1.1	0.0	0.4	-2.3	-1.2	-1.3

20	COCCNC(=S)NC(=O)CC12CC3CC(CC(C3)C1)C2
Assay by compound	20
Mot1-301 SUMO	2
C-LANA FP	0.5
dFosB activator	-1
RTF Ca sens inh	-3
PvdQ inh	7
Rtt109 Vps75	6
RTF Ca sens act	-4
NSD2 inh	-3
Keap1-Nrf2 PPI	-5
PfHsp90 set2	12
CDK5 p35 inh	-0.1

Other structures follow.
no. | structure | Mot1-301 SUMO | C-LANA FP | dFosB activator | RTF Ca sens inh | PvdQ inh | Rtt109 Vps75 | RTF Ca sens act | NSD2 inh | Keap1-Nrf2 PPI | PfHsp90 set2 | CDK5 p35 inh
21 | Cn1c(/C=C/c2ccc(Cl)cc2)nc2ccccc2c1=O | 13 | 0.9 | 3 | 1 | -7 | -5 | -4 | nt | 0 | 9 | -2.5
22 | O=C(CSc1nc2c(c(=O)n1-c1ccc(Cl)cc1)SCC2)NCc1ccco1 | -20 | 2.4 | -8 | -3 | -5 | 9 | 1 | 1 | 1 | nt | -0.3
23 | COc1ccc(NC(=O)CSc2ccc(-c3ccccn3)nn2)cc1OC | 9 | 0.4 | -6 | 4 | -3 | 0 | 10 | -3 | -8 | 1 | 0.2
24 | O=C(O)[C@@H](O)[C@H](O)C(=O)O | 13 | 0.4 | 2 | 3 | -8 | 3 | -1 | nt | 2 | 20 | 0.0
25 | CCC(CC)CN1CCC(CN2C(=O)C(=O)NC[C@@H]2[C@@H](C)CC)CC1 | nt | 0.4 | 6 | -2 | -16 | -4 | -5 | nt | 2 | 0 | -1.1

Screens (PubChem)

Hits appear at their usual frequency, and some 3.2% of all compounds hit somewhere here.
